Source: PubChem
MOR-DOR inv ag – inverse agonist of human OPRM1-OPRD1 heterodimerization; P35372+P41143; cell-based MOR-DOR heterodimer luminescence, inverse agonism; inhibition, % at 9.3 µM; 340,000 compounds, 0.21% hits; AID 504357; in the data active means inhibition above about 22%, passing the limit was not always enough;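 further: 0% = cells with DMSO and 100% = wells without cells with DMSO; values of inactives mirror those of a sister screen read the other way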
Keap1-Nrf2 PPI – inhibitors of human Keap1-Nrf2 protein-protein interaction | Q14145 | Keap1 Kelch-Nrf2 peptide fluorescence polarization, 1536-well | 340,000 compounds, 0.15% hits | inhibition, % at 9.4 µM; in the data active means inhibition above about 12%;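 further: human Keap1 Kelch domain with fluorescein labeled Nrf2 9mer peptide probe; 0% = neutral control wells and 100% = peptide positive control; higher means more block of Keap1 binding to Nrf2 peptide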
Target sequence (Q14145 whole entry, looked up, the tested form may be a part): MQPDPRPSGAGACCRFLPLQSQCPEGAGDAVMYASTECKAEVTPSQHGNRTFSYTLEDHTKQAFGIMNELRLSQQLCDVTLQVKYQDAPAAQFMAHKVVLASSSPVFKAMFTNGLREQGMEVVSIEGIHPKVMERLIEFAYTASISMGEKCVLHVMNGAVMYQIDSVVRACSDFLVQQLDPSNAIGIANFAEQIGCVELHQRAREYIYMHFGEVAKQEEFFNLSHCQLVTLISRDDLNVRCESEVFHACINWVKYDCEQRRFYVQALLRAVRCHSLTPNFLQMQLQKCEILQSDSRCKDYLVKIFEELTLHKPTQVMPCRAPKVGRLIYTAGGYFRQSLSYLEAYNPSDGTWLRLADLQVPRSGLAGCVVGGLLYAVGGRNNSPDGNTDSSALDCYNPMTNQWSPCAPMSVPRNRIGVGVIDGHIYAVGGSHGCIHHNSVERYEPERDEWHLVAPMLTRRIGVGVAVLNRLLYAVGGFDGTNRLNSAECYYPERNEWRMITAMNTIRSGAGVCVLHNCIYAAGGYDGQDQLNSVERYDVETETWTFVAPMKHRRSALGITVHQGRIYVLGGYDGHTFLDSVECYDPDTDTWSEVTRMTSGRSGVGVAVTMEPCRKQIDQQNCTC
Arrestin-AP2 inh – blocks beta-arrestin peptide binding to AP2 adaptin | FITC-arrestin peptide / GST-AP2 beads, flow cytometry; AP2 beta2 appendage carries R879A mutation | inhibition, % at 10 µM | 340,000 compounds, 0.31% hits | AID 504490;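 active means inhibition above a set limit, near 3 SD of compounds lacking own fluorescence, cut at about 54% in these data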;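 further: plate controls were DMSO wells for no effect and 5 µM unlabelled arrestin peptide for full effect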
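System: GST-AP2 R879A bound to glutathione beads, E. coli-expressed. Also added: 50 nM FITC-arrestin peptide. Schedule: compound with beads 12 min RT, then probe 1 h RT. Signal: bead flow cytometry, FITC channel. Read-out basis: percent response.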
V-ATPase pHluor – yeast V-ATPase proton transport regulation by pHLuorin; S. cerevisiae, pHLuorin cytosolic pH fluorescence; response, % at 10 µM; 350,000 compounds, 0.37% hits; AID 504577; in the data active means response mostly above about 7.3%, no sharp cut-off; inactive means mostly below about 5.4%; further: actives read high; inactives centre near 0; some compounds called inactive have numbers as strong as hits; reference of the scale not given here
cardiac RTF act – cardiac RTF calcium sensitization; 340,000 compounds, 0.24% hits; AID 493008; activation, % at 7.2 µM; IANBD-labeled TnC RTF fluorescence at EC20 calcium; 0% EC20 calcium, 100% full calcium; P19429+P45379;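 active means activation above the mean over all tested compounds plus 3 SD, cut at about 30% in these data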;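 further: rise in fluorescence read as greater calcium sensitivity of cardiac thin filaments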
MOR-DOR ag – agonists of human mu-delta opioid receptor heterodimerization | cells, OPRM1-OPRD1 heterodimerization, luminescence | activation, % at 9.3 µM | 340,000 compounds, 0.3% hits | AID 504326; in the data active means activation above about 18%;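 further: 0% = vehicle-treated cells and 100% = reference agonist; values of inactives mirror those of a sister screen read the other way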
RTF Ca sens inh – cardiac RTF calcium desensitization. P19429+P45379. IANBD-labeled cardiac RTF, Ca2+ fluorescence. inhibition, % at 7.15 µM. 340,000 compounds, 0.12% hits. AID 493244;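 active means inhibition above the mean inhibition of all tested compounds plus 3 SD, cut at about 17% in these data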;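 further: assay run at fixed EC70 calcium of 1.6 mM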
Wnt bcat act – Wnt/beta-catenin pathway activation; activation, % at 9.35 µM; 300,000 compounds, 1.2% hits; Wnt/beta-catenin reporter cell assay, activator, plate reader; AID 743398; in the data active means activation above about 30%, passing the limit was not always enough;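 further: 0% = neutral control wells and 100% = positive control wells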
DSG3 Ab inh – inhibitors of pemphigus antibody binding to human desmoglein-3. 310,000 compounds, 0.48% hits. binding (percent of control), % at 10 µM. AID 588358. DSG3-coupled beads, scFv-anti-DSG3-GFP binding, flow cytometry; active compounds read low;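 active means binding more than 3 SD below its plate's average and above zero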;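 further: hits lower antibody fragment binding to DSG3; some compounds called inactive have numbers as strong as hits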
C-LANA FP – blocks KSHV LANA C-terminal domain binding to DNA | 340,000 compounds, 0.078% hits | inhibition, % at 9 µM | MBP-C-LANA/FAM-LBS DNA binding, fluorescence polarization | AID 504423;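 active means highest replicate inhibition at or above 60% at 9 µM, even if other replicates fall short; inactive means all replicates below 60% inhibition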;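 further: 0% = neutral control wells and 100% = 4 µM acridine orange control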
An asterisk follows results filed as active; . = no result given.

Compound	cardiac RTF act	Keap1-Nrf2 PPI	RTF Ca sens inh	Arrestin-AP2 inh	MOR-DOR ag	V-ATPase pHluor	Wnt bcat act	MOR-DOR inv ag	DSG3 Ab inh	C-LANA FP
O=C(Nc1ccc(Br)cc1F)c1sccc1-n1cccc1	-1.9	-2.9	-6.8	3.9	5.8	-4.0	.	-34.4	94.8	-0.8
COc1cc(NS(C)(=O)=O)c(OC)cc1NC(=O)c1cccc(F)c1	3.8	5.0	0.1	20.7	-2.8	-0.5	-3.1	15.9	101.8	-0.3
Cc1ccc(C)c(OCC(=O)N(Cc2nnc(-c3ccccc3Cl)o2)C2CC2)c1	-3.7	0.8	7.8	-6.8	-0.7	-0.8	-3.7	4.3	98.4	-1.2
CCCOC(=O)Cn1c(=O)c2cc3c(=O)n(CC(=O)OCCC)c(=O)c3cc2c1=O	-1.4	-0.3	-2.8	1.9	-2.8	-2.8	.	15.6	107.7	0.5
CC(C)C(=O)Nc1ccc(C(=O)Nc2nnc(C(C)(C)C)s2)cc1	.	1.0	.	28.9	.	0.2	0.8	.	97.0	-1.1
Cc1ccccc1OCCCN1CCCC1	2.1	-0.6	-2.8	-11.3	-2.2	0.8	-10.4	10.8	107.5	1.1
Cc1cnccc1CN(C)Cc1nc(Cc2ccccc2Cl)no1	2.2	0.4	2.9	6.0	-2.5	-0.9	.	12.2	101.0	-1.5
CCc1ccc(Oc2coc3cc(OC(=O)c4cc5ccccc5oc4=O)ccc3c2=O)cc1	-6.7	2.5	-14.0	-11.2	-4.0	0.2	.	20.0	88.0	1.3
COc1ccccc1C(=O)CC(=O)C(=O)Nc1cccc([N+](=O)[O-])c1C	2.2	0.7	-8.8	9.5	0.8	-0.3	2.0	-3.6	100.7	0.1
CC1CCC(O)(C(C(=O)O)c2ccccc2)CC1 (centres undefined)	-0.8	1.3	1.5	2.0	-2.8	3.5	-4.7	13.7	119.2	-1.0
CC(C)(C)C(=O)Nc1cc2c3c(c1)CCC(=O)N3CCC2	-5.3	-3.5	3.4	8.7	-3.0	0.3	-0.6	15.7	101.9	-0.1
Nc1c(C(=O)Nc2ccccc2)nnn1-c1ccc2c(c1)OCCO2	-8.7	-2.6	0.4	4.8	1.1	0.3	10.7	-6.0	97.7	0.7
CCCCn1c(N)c(N(CC(C)C)C(=O)c2oc3c(Cl)cccc3c2C)c(=O)[nH]c1=O	-17.1	-3.0	-11.1	-11.7	0.2	-0.6	0.3	-1.4	102.4	0.4
CCn1ccnc1CN1CCCC(C(=O)c2ccc3c4c(cccc24)CC3)C1 (centres undefined)	-3.4	-2.2	-9.9	-15.7	0.6	-5.2	-1.9	-3.2	99.3	-0.7
O=C(CN1C(=O)NC2(CCCCC2)C1=O)NC1CCCc2ccccc21 (centres undefined)	-3.4	1.5	1.7	-5.8	-3.3	1.6	.	17.7	106.9	-1.0
CCN(C[C@H]1N[C@@](CC)(C(=O)OC)[C@H]2C(=O)N(Cc3ccccc3)C(=O)[C@@H]12)C(=O)C1CCCCC1	-3.4	-1.4	1.2	33.5	-3.6	0.2	-1.5	16.9	100.7	0.8
Cc1ccc(S(=O)(=O)NCCC2(C(C)C)CCOC(C)(C)C2)cc1 (centres undefined)	-3.8	-1.9	4.1	31.2	2.0	-2.5	-4.1	-11.2	90.1	0.3
CCCCn1c(SCC(=O)Nc2nnc(C)s2)nnc1-c1ccoc1C	0.5	-4.2	-19.4	3.0	0.5	-0.3	-1.0	-3.0	100.9	-1.1
CC(C)CC(=O)Nc1cccc(-c2nc3ccccc3o2)c1	-3.9	3.6	-4.1	2.6	0.5	-0.1	.	-2.3	102.1	1.0
CC(C)[C@H](NC(=O)c1ccc(Cl)cc1Cl)C(=O)NNc1cccc(C(=O)O)c1	2.8	0.2	-6.7	9.6	-2.0	0.3	-0.4	8.8	94.6	-1.6
O=C(NC1CCSc2ccccc21)c1cccc(Cl)c1 (centres undefined)	-3.9	6.5	3.7	-2.5	1.4	-0.8	-0.9	-7.2	.	-1.5
COc1ccc(OC)c(S(=O)(=O)NCCc2ccccc2)c1	4.2	-1.2	-10.2	6.8	0.3	1.3	-6.4	-2.0	96.2	-0.7
Cc1sc2ncnc(SC(C)C#N)c2c1C (centres undefined)	-5.1	0.8	-20.3	-1.6	1.8	5.0	-0.9	-10.7	100.7	-0.8
Cc1nc2scc(C)n2c(=O)c1S(=O)(=O)N1CCN(c2cccc(C(F)(F)F)c2)CC1	-3.5	-6.7	-1.4	-0.2	0.7	3.4	-2.5	-4.7	123.2	-1.3
Cc1cc(C)c2sc(NC(=O)C3=COCCO3)nc2c1	-2.5	-1.9	0.5	12.1	0.6	0.1	24.1	-3.1	100.0	-1.2
Cc1ccc(CNC(=O)c2cc(-c3ccccc3)nn2CC2CC(c3cccnc3)=NO2)cc1 (centres undefined)	-1.1	5.5	4.1	1.0	-0.4	1.6	-5.4	2.1	96.1	0.1
COc1ccc(N2C(=O)CCC(C(=O)O)C2c2ccccc2OC)cc1 (centres undefined)	0.6	1.4	3.0	-6.4	-1.8	0.1	-4.0	9.6	97.2	3.5
CCN(Cc1ccccc1)C(=O)COC(=O)c1cc(S(=O)(=O)Nc2ccccc2OC)ccc1O	-2.3	-6.7	-3.5	-3.3	0.1	2.2	-3.1	-0.3	.	0.4
COCCNc1nc(CSc2ccccc2)nc2sc(C)c(C)c12	8.4	2.9	7.4	13.3	-1.0	5.5	-1.9	5.3	86.7	-0.8
Cc1cccc(OCC(=O)OCC(=O)Nc2sccc2C(N)=O)c1	7.8	-1.6	-3.3	-5.1	-0.3	1.1	1.6	1.0	109.6	-0.4
CC(=O)c1cccc(S(=O)(=O)NCC(c2ccco2)N2CCCCC2)c1 (centres undefined)	-3.2	-4.5	4.8	5.1	-0.7	-1.3	2.8	3.3	90.9	-0.3
Cc1ccc(/C(N)=N/OC(=O)c2ccc(F)cc2)cc1	-6.6	-4.2	-1.6	6.6	1.2	5.5	.	-6.3	102.0	0.2
CC(=O)Nc1cccc(Oc2cnc3ccccc3n2)c1	3.2	-4.3	-9.8	2.2	-1.9	5.3	19.8	9.8	100.6	-0.2
Cc1ccc(NC(=O)CN2C(=O)N/C(=C/c3ccc(C)o3)C2=O)cc1	0.3	-8.1	-0.9	10.5	0.8	-2.8	.	-4.6	108.9	-0.6
O=C(COC(=O)CCS(=O)(=O)c1ccccc1)Nc1ccc(N2CCCCC2)cc1	5.3	-1.9	-0.8	0.1	1.2	-3.2	5.4	-5.1	102.1	1.9
CCCn1c(C(C)Nc2nc(-c3ccc(OC)cc3)cs2)nc2ccccc21 (centres undefined)	-4.8	3.9	5.3	19.2	0.2	-1.5	-2.5	-1.3	102.2	-1.3
CCCCN(C)CCNC(=O)C(=O)c1c(C)[nH]c2ccccc12	1.1	-4.2	-3.7	13.0	-2.7	0.0	-3.3	13.1	106.6	0.6
CCN1CCc2c(sc(NC(=O)Cc3ccccc3)c2C(N)=O)C1	-4.1	-0.6	5.1	-3.7	-2.6	2.9	1.8	14.4	81.6	-0.2
CCOc1ccc(N2C(=O)CN(c3cccc4ccccc34)C2=S)cc1	7.2	-1.0	-2.5	-26.2	4.8	3.0	-2.9	-24.0	87.5	-1.9
O=C(COC(=O)CNC(=O)c1ccccc1)Nc1nnc(-c2ccccc2)o1	3.1	-6.8	-8.2	33.7	0.9	4.7	0.1	-6.1	107.9	1.9
CC(=O)NS(=O)(=O)c1ccc(NC(=S)NC(=O)COc2ccccc2C)cc1	-0.3	-1.6	-6.5	20.2	-1.6	0.5	.	8.2	95.7	-0.9
O=C(C1CCCCC1)N1CCN(S(=O)(=O)c2ccc(Cl)cc2)CC1	1.7	-5.6	-6.5	8.1	0.1	2.5	.	-0.7	107.0	0.0
CN1C(=O)CC(N2CCN(CC(=O)N3CCCC3)CC2)C1=O (centres undefined)	-3.0	-2.1	2.4	5.4	-2.3	-0.9	.	12.2	103.2	-2.0
O=C1CN(C(=O)COC(=O)c2ccc(Cl)c(S(=O)(=O)N3CCCCC3)c2)c2ccccc2N1	0.3	-2.2	0.9	2.1	-1.8	-0.1	-0.7	7.5	96.0	3.9
Cc1nn(-c2ccc([N+](=O)[O-])cc2)c2c1C(c1cccc(Br)c1)N1C(=N2)C(=O)Nc2ccccc21 (centres undefined)	6.6	-4.5	-27.2	6.6	6.5	6.0	-1.4	-31.2	92.3	1.9
COc1cccc(NS(=O)(=O)c2ccc3c(c2)CCCN3C(C)=O)c1	-21.4	-5.8	-5.0	4.1	1.0	0.9	-1.5	-5.5	99.0	-1.3
CCN(CC)S(=O)(=O)c1ccc2c(c1)N(CC(=O)Nc1cccnc1Cl)C(=O)CO2	-4.7	-2.1	-2.6	4.8	-1.5	0.1	-1.5	7.8	100.4	2.0
CCC[C@@H]1CCCC/C=C\CCCC(=O)OCCN1C(=O)OC(C)(C)C	9.2	-7.4	2.3	4.3	-0.2	1.8	-6.4	1.1	106.8	1.0
O=C(O)C1CCCCC1C(=O)NCCc1cccc(Cl)c1 (centres undefined)	2.4	3.2	-4.2	26.3	-1.6	6.0	.	6.9	102.0	-1.1
Cc1ccccc1Nc1nc(N)nc(COC(=O)c2cccc(S(=O)(=O)N(C)C)c2)n1	1.2	-2.1	-3.0	-2.3	-1.3	-3.4	-1.9	6.7	81.0	1.8
CCCCn1c(N)c(N(CCOC)C(=O)CSc2ccccc2C)c(=O)[nH]c1=O	1.9	.	0.7	-8.6	-3.7	-1.3	2.3	19.5	99.6	.
CCn1c(=O)c2sccc2n(CC(=O)NC2CCCC2)c1=O	6.6	-5.3	-9.5	-8.0	-1.4	-5.5	1.9	8.8	.	-0.2
CC(C)(C)Cc1nnc(NC(=O)CSc2ccccc2)s1	5.5	-1.7	-5.7	-10.3	5.8	2.4	17.2	-28.7	115.6	-9.5
CCOC(=O)CCN(Cc1sccc1C)S(=O)(=O)c1ccc(F)cc1	-7.5	2.9	-7.4	-8.9	-0.7	-1.3	0.1	3.8	123.1	0.6
CCCC(=O)Nc1ccc2c(c1)nc1n2CCOC1	1.4	0.7	-5.5	2.4	-2.2	14.0	-2.9	9.5	107.9	0.5
COc1ccc(/C=C2/SC(=S)N(CCCC(=O)Nc3cccc(O)c3)C2=O)cc1	-6.4	-3.5	-11.5	8.8	2.2	-2.8	6.1	-14.2	.	-2.6

Three compounds out of the list, ordered by SMILES length, descending:
Compound	cardiac RTF act	Keap1-Nrf2 PPI	RTF Ca sens inh	Arrestin-AP2 inh	MOR-DOR ag	V-ATPase pHluor	Wnt bcat act	MOR-DOR inv ag	DSG3 Ab inh	C-LANA FP
Cc1ccccc1Nc1nc(N)nc(COC(=O)c2cccc(S(=O)(=O)N(C)C)c2)n1	1.2	-2.1	-3.0	-2.3	-1.3	-3.4	-1.9	6.7	81.0	1.8
COc1ccc(/C=C2/SC(=S)N(CCCC(=O)Nc3cccc(O)c3)C2=O)cc1	-6.4	-3.5	-11.5	8.8	2.2	-2.8	6.1	-14.2	.	-2.6
CCCCn1c(N)c(N(CCOC)C(=O)CSc2ccccc2C)c(=O)[nH]c1=O	1.9	.	0.7	-8.6	-3.7	-1.3	2.3	19.5	99.6	.
